BH1578 lux ind – induces V. cholerae light production without autoinducers; V. cholerae BH1578 lux reporter, luminescence, 6 h; activation, % at 18.7 µM; hit rate 0.16% among 350,000; in the data active means activation mostly above about 9.7%, no sharp cut-off; further: not every result past the cut was called active; inactives centre near 0; reference of the scale not given here
3CLpro inhibitor – SARS-CoV 3CLpro protease inhibition | P0C6X7 | recombinant SARS-CoV 3CLpro, quenched FRET peptide cleavage | inhibition, % at 6 µM | hit rate 0.14% among 290,000 | AID 1706; in the data active means inhibition above about 12%
Rv3671c inh – inhibitors of M. tuberculosis serine protease Rv3671c; inhibition, % at 5.96 µM; P9WHR9; hit rate 0.048% among 320,000; in the data active means inhibition above about 38%;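 further: extracellular domain of Rv3671c used as enzyme; 0% = enzyme with DMSO and 100% = no enzyme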
Target sequence (P9WHR9 whole entry, looked up, the tested form may be a part): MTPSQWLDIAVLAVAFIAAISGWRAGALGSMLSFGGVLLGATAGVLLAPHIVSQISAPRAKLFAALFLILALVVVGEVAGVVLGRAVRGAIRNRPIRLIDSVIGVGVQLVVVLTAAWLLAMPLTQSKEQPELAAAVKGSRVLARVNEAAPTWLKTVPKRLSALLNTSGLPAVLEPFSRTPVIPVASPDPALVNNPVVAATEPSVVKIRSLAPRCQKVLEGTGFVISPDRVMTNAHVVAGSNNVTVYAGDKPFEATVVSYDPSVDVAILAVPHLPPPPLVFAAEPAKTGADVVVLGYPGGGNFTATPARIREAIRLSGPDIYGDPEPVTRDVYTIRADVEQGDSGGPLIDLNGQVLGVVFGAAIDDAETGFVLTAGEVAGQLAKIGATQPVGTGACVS
DUSP3 inh – inhibitors of human VHR1 phosphatase (DUSP3) | recombinant VHR phosphatase, pNPP absorbance | inhibition, % at 13.3 µM | hit rate 0.52% among 290,000 | AID 1654; in the data active means inhibition above about 50%; further: some compounds called inactive have numbers as strong as hits
Target sequence (P51452 whole entry, looked up): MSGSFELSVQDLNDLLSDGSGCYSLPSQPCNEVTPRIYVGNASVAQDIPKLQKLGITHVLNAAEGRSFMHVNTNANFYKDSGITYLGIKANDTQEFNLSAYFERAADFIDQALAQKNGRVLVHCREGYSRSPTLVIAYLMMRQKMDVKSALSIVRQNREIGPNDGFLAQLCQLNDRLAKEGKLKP
PriA SSB inh – K. pneumoniae PriA-SSBct interaction inhibition; AlphaScreen SSBct-PriA binding, biotinylated peptide; inhibition, % at 33 µM; hit rate 0.6% among 430,000; AID 1272365; in the data active means inhibition mostly above about 37%, no sharp cut-off; inactive means mostly below about 20%;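 further: plate controls were negative control peptide for no effect and reference peptide for full effect; strong numbers were not always called active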
Mtb BioA inh – blocks M. tuberculosis BioA enzyme activity | AID 602481 | inhibition, % at 9.99 µM | purified M. tuberculosis BioA enzyme, plate reader | hit rate 0.096% among 360,000; in the data active means inhibition above about 40%
FBA Mtb inh – Mtb fructose-bisphosphate aldolase inhibition; purified M. tuberculosis FBA, fluorescence read-out; hit rate 2.3% among 360,000; AID 588726; inhibition, % at 1 µM; in the data active means inhibition above about 27%;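 further: 0% = vehicle and 100% = reference inhibitor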
Target sequence (P9WQA3 whole entry, looked up): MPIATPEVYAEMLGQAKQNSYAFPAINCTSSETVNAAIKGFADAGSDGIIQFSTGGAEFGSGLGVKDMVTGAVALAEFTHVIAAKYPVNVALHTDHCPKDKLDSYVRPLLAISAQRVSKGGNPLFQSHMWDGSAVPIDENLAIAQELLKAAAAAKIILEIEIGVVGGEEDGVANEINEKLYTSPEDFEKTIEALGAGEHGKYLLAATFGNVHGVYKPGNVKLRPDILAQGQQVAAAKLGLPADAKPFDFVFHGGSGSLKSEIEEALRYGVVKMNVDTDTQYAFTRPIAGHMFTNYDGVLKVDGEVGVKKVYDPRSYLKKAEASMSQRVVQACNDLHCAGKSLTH
MazEF act – MazEF (E. coli) toxin RNase activation; activation, % at 20 µM; hit rate 0.32% among 350,000; FAM/BHQ RNA-DNA oligo cleavage fluorescence, 5 h; P0AE70; in the data active means activation above about 50%
UGM FP inh – blocks M. tuberculosis UGM enzyme | P9WIQ1 | purified UGM, fluorescence polarization probe displacement | inhibition, % at 10 µM | hit rate 0.06% among 320,000; in the data active means inhibition above about 10%, passing the limit was not always enough
GDH-TPI inh – inhibits GDH-TPI coupling enzymes, artifact for Mtb FBA screen; AID 588335; GDH-TPI coupled enzyme counterscreen, NADH absorbance; inhibition, % at 4.8 µM; hit rate 1.2% among 360,000; in the data active means inhibition above about 30%;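 further: 0% = DMSO wells and 100% = wells lacking the enzyme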
* = called active by the depositor; i = inactive; x = not tested or not shown; & = joins results of further samples. A portion of the library; count on the stated rates, not on these rows.

No.	structure	BH1578 lux ind	3CLpro inhibitor	Rv3671c inh	DUSP3 inh	PriA SSB inh	Mtb BioA inh	FBA Mtb inh	MazEF act	UGM FP inh	GDH-TPI inh
1	Cn1nc(C(=O)NNC(=O)C(CCC(N)=O)NS(=O)(=O)c2ccc(Cl)cc2)c2ccccc2c1=O (centres undefined)	i	x	-3	x	-1	0.8	1	7	0.8	-3
2	O=S(=O)(c1cccs1)N1CCN(CC(O)COC2CCCc3ccccc32)CC1 (centres undefined)	1.2	-2	2	35	-4	-3.6	-1	-3	-1.2	-2
3	Cc1ccc(C(C)C)c(OCC#CCN2CCOCC2)c1	-0.3	-4	2	15	-5	0.4	1	-3	-3.7	-6
4	Cc1noc(C(=O)N2CC3(C)CC2CC(C)(C)C3)c1Cl (centres undefined)	-0.2	1	11	13	-20	1.0	2	6	3.8	8
5	O=C(CN(C(=O)c1csnn1)c1ccc(F)cc1)NCc1ccc2c(c1)OCO2	i	-4	-4	-29	1	-1.2	-1	-3	1.2	0
6	NC(=O)c1cc(S(=O)(=O)N2CCc3ccccc3C2)cs1	i	2	-6	x	-1	-0.9	0	6	4.3	2
7	Cc1cccc(Oc2coc3cc(OC(=O)c4cccs4)ccc3c2=O)c1	x	4	5	20	-19	-0.2	4	-11	0.2	3
8	COc1ccc(NC(=O)Nc2ccc(C(=O)N3CCOCC3)cc2)c(OC)c1	-0.5	2	5	25	1	-1.0	-4	3	-0.4	6
9	O=C(c1ccoc1)N1CCCC(CO)(CCCc2ccccc2)C1 (centres undefined)	i	0	-7	10	-12	2.0	-5	-1	1.3	1
10	Cc1ccc(-n2c(SCC(=O)NCc3ccco3)nc3c([nH]c4ccccc43)c2=O)cc1	-0.2	8	-11	16	-16	0.6	5	3	-0.5	-2
11	COc1ccc(OC)c(C(=O)CSc2nnc(Cc3cccs3)n2C)c1	1.4	2	3	6	2	0.6	0	-4	-1.9	0
12	O=C(CCCCCN1C(=O)c2cccc3cccc(c23)C1=O)NCCO	0.4	3	-2	16	-12&-2	x	36*	-32	0.1	6
13	CC(=O)c1ccc(NC(=O)C2=CC(c3ccco3)=NS(=O)(=O)N2C)cc1	-0.3	-2	-4	-13	4	33	2	6	1.4	31*
14	CC(C(=O)N1c2ccccc2CCc2ccccc21)n1nnc(-c2ccc(N(C)C)cc2)n1 (centres undefined)	i	-5	3	13	7	-1.0	-1	0	-1.8	16
15	CC(=O)Nc1cccc(OCC(=O)Nc2cccc(S(=O)(=O)N3CCCC3)c2)c1	-0.6	x	x	x	-21	-0.8	0	-2	x	-1
16	C#CCN(C[C@H]1[C@H](OC(=O)NC2CC2)[C@H](OC(=O)NC2CC2)C[C@H]2C(=O)N(c3ccccc3)C(=O)[C@@H]12)S(=O)(=O)c1ccc(C)cc1	-0.4	x	x	x	x	-1.4	-2	9	x	-3
17	COc1ccc(Cc2nnc(NC(=O)Cn3cnc4c3c(=O)n(C)c(=O)n4C)s2)cc1OC	-0.2	1	10	-12	-4	0.7	3	-6	-0.9	4
18	CCCNC(=S)N1CCN(c2nc(-c3ccc(C)cc3)cs2)CC1	-1.6	-10	-5	-19	6	-0.1	-1	-2	0.1	-7
19	Cn1c(C(=O)Nc2ccc3c(c2)OCCO3)cc2sccc21	i	2	7	28	13	1.4	1	5	-3.4	20
20	Cc1ccc2c(C)c(C(=O)N3CCN(C4CCS(=O)(=O)C4)CC3)oc2c1C (centres undefined)	-0.2	3	4	14	-5	0.2	1	2	-1.1	2
21	O=[N+]([O-])c1ccc(Cl)cc1NCC1CCCO1 (centres undefined)	-1.0	-2	-4	23	7	-1.2	-6	-1	3.2	13
22	COC(=O)[C@@H]1[C@H](CCc2ccccc2)NC(=O)N(Cc2ccccc2)[C@@H]1C	-0.8	x	-1	x	-1	0.7	0	4	-0.6	-2
23	O=C(CCC1CCCC1)NC1CCCCC1	0.4	-8	2	8	-5	-6.8	5	-8	2.0	4
24	O=C(Cn1nnc(-c2ccccc2)n1)N/N=C/c1cccc([N+](=O)[O-])c1	-0.2	2	10	3	x	-0.9	2	-4	0.0	11
25	Cc1ccc(C(=O)NNC(=O)C(C)Oc2ccc3ccccc3c2)o1 (centres undefined)	-2.4	x	8	x	-6	x	-1	2	1.0	-4

Structures above that have a thiophene ring, fused or not:
No.	structure	BH1578 lux ind	3CLpro inhibitor	Rv3671c inh	DUSP3 inh	PriA SSB inh	Mtb BioA inh	FBA Mtb inh	MazEF act	UGM FP inh	GDH-TPI inh
2	O=S(=O)(c1cccs1)N1CCN(CC(O)COC2CCCc3ccccc32)CC1 (centres undefined)	1.2	-2	2	35	-4	-3.6	-1	-3	-1.2	-2
6	NC(=O)c1cc(S(=O)(=O)N2CCc3ccccc3C2)cs1	i	2	-6	x	-1	-0.9	0	6	4.3	2
7	Cc1cccc(Oc2coc3cc(OC(=O)c4cccs4)ccc3c2=O)c1	x	4	5	20	-19	-0.2	4	-11	0.2	3
11	COc1ccc(OC)c(C(=O)CSc2nnc(Cc3cccs3)n2C)c1	1.4	2	3	6	2	0.6	0	-4	-1.9	0
19	Cn1c(C(=O)Nc2ccc3c(c2)OCCO3)cc2sccc21	i	2	7	28	13	1.4	1	5	-3.4	20

Following part
No.	structure	BH1578 lux ind	3CLpro inhibitor	Rv3671c inh	DUSP3 inh	PriA SSB inh	Mtb BioA inh	FBA Mtb inh	MazEF act	UGM FP inh	GDH-TPI inh
26	COC(=O)C1C(=O)C2=C(CC1C)NC(=O)CC2c1ccc(F)cc1 (centres undefined)	-0.2	-3	-1	26	-3	x	-1	5	0.9	-2
27	COc1ccccc1CCNC(=O)C(=O)NCC1OCCCN1S(=O)(=O)c1cc(C)ccc1C (centres undefined)	-0.8	5	-5	30	-3	-0.1	2	-1	-1.7	-12
28	CCCN1CCC(=O)N(CCSc2ccc(NC(C)=O)cc2)CC1	i	x	2	4	-12	2.1	1	-4	1.0	3
29	O=C(CCC(=O)c1ccc(Oc2ccccc2)cc1)Nc1ccc(Cl)cc1Cl	-0.3	3	-9	30	2	-2.0	0	-16	-0.1	0
30	CCNC(=O)c1cc2ccccc2o1	-0.7	-1	-6	-3	-1	-1.6	3	4	0.1	5
31	COc1cccc(/C=N/NC(=O)C[n+]2ccccc2)c1O	-0.2	3	4	-15	x	x	0	6	-2.9	14
32	COc1cccc(C(C(=O)Nc2ccc(F)cc2)N(C(=O)Cn2nnc3ccccc32)C2CC2)c1 (centres undefined)	-1.7	33*	-6	27	3	x	-1	8	-2.9	3
33	COc1ccc(CC(=O)Nc2ccc(-c3cn4cccc(C)c4n3)cc2)cc1OC	1.0	-2	-3	-4	21	1.9	9	-5	-0.4	11
34	CCCN1Cc2cccc(C(=O)Nc3ccc(C)cc3)c2C1=O	i	0	7	16	-4	-1.5	3	1	-4.5	0
35	O=C(NCCO)c1cccc(-c2cnc3c(Nc4cccc(OC(F)(F)C(F)F)c4)nccn23)c1	-0.6	x	x	x	x	-0.7	-1	x	x	10
36	COc1ccccc1N1C(=O)CCC1(C#N)c1ccc(Br)cc1 (centres undefined)	-0.3	-7	-1	-20	-9	1.6	0	-5	0.1	0
37	O=S(=O)(c1cccs1)N1CN(Cc2ccc(F)cc2)c2nc3ccccc3nc21	i	3	7	17	-4	x	6	-19	0.7	7
38	COc1ccc(-c2nc3c([nH]2)c(=O)n(C)c(=O)n3C)c(OC)c1	-12	3	3	18	-3	0.0	18	6	-1.9	8
39	Cc1ccc(C)c(S(=O)(=O)N2CCC3(CC2)OCCO3)c1	-0.6	1	3	-6	-10	0.4	4	-4	-1.3	10
40	CCOC(=O)CSc1nnc(CNC(=O)c2cccs2)n1-c1cc(C)ccc1C	-0.2	0	2	1	-1	1.7	0	5	0.6	-12
41	COc1cc(/C=N/NC(N)=O)ccc1OCC(=O)Nc1cc(C)c(C)cc1Br	-0.3	4	7	-17	x	x	1	-35	1.2	6
42	O=C(OCC(=O)N1CCc2ccccc21)c1ccccc1[N+](=O)[O-]	-0.3	x	-2	x	3	-1.4	1	-7	x	6
43	CC(=O)Nc1ccc(S(=O)(=O)NC2=NCN(C)CN2)cc1	-0.2	1	-3	19	-7	-2.3	2	9	1.9	4
44	COc1ccc(Cl)c2c1[nH]c1nc(SCc3ccccn3)nnc12	i	-2	-16	21	-7	x	1	15	-1.2	6
45	COc1ccc(C(=O)CN2CC(C)SC2=Nc2ccc(Cl)cc2)cc1 (centres undefined)	1.6	2	-8	22	-5	x	1	2	0.5	-2
46	Cc1cc(C)n2nc(C(=O)OCC(=O)NCc3ccc(Cl)cc3)nc2n1	-0.4	x	0	x	-3	-0.9	-3	3	-2.7	-1
47	C[C@@H]1C=CC(=O)O[C@@H]1c1ccc(C(F)(F)F)cc1	x	-3	1	25	x	x	x	x	1.9	x
48	Cc1ccc(C(=O)NCC(=O)NCC(c2cccs2)N2CCOCC2)cc1 (centres undefined)	i	x	-5	x	4	-0.7	1	-3	0.2	-4
49	O=C(CNS(=O)(=O)c1cccc(F)c1)OCC(=O)N1CCCC1=O	0.4	x	-7	x	6	0.0	1	3	1.9	-1
50	O=C(/C=C/c1ccccc1)Nc1ccc(S(=O)(=O)N2CCOCC2)cc1	-9.8	2	-15	-7	-9	-1.5	-1	4	3.3	11
51	O=S(=O)(c1ccc(Cl)cc1)c1nc(-c2ccco2)oc1N1CCCCC1	i	9	3	33	-6	-4.3	9	-1	-1.3	9
52	Cn1c(C(=O)NN)cc2cc(OCc3ccccc3)ccc21	-0.5	x	7	x	-3	-3.4	5	-1	0.4	31*
53	O=C(COC(=O)c1ccc(Br)o1)Nc1ccc2c(c1)OCCO2	-3.4	x	13	x	-5	-1.0	3	1	-2.1	0
54	COc1ccccc1NC(=O)COC(=O)CNC(=O)C1CCCCC1	1.0	x	4	x	5	x	3	9	0.5	0

An excerpt from above in order of length of the SMILES, rising:
No.	structure	BH1578 lux ind	3CLpro inhibitor	Rv3671c inh	DUSP3 inh	PriA SSB inh	Mtb BioA inh	FBA Mtb inh	MazEF act	UGM FP inh	GDH-TPI inh
52	Cn1c(C(=O)NN)cc2cc(OCc3ccccc3)ccc21	-0.5	x	7	x	-3	-3.4	5	-1	0.4	31*
54	COc1ccccc1NC(=O)COC(=O)CNC(=O)C1CCCCC1	1.0	x	4	x	5	x	3	9	0.5	0
53	O=C(COC(=O)c1ccc(Br)o1)Nc1ccc2c(c1)OCCO2	-3.4	x	13	x	-5	-1.0	3	1	-2.1	0
51	O=S(=O)(c1ccc(Cl)cc1)c1nc(-c2ccco2)oc1N1CCCCC1	i	9	3	33	-6	-4.3	9	-1	-1.3	9

Bioassay records from PubChem BioAssay.
